# mABHD4 FP: inhibitors of mouse ABHD4. inhibition, % at 8.92 µM. 0.54% of 370,000 active. Q8VD66. purified mABHD4, FP-Rh probe fluorescence polarization;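 active means inhibition exceeding the mean over every tested compound plus 3 SD, cut at about 30% in these data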;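 further: 0% = plate median of compound wells and 100% = S159A mutant with DMSO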
# Target sequence (Q8VD66 whole entry, looked up): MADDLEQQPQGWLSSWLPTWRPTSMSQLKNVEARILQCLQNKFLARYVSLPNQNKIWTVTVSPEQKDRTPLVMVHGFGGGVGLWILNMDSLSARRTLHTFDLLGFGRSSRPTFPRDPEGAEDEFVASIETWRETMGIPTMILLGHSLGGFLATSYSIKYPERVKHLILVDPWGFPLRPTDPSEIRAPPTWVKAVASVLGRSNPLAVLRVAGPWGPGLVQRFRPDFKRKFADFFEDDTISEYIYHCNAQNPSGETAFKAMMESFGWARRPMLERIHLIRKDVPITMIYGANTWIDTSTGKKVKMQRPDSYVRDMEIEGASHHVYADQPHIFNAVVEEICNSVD
#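 Assay system: mouse ABHD4 enzyme, wild type / Also added: fluorescent activity-based probe FP-Rh / Doses: single nominal dose of 8.92 µM, 0.89% DMSO final / Timing: 45 min compound pre-incubation plus 60 min probe step, 25 °C / Signal: FP readout, ex 525 nm / em 598 nm / Control set: S159A mutant/DMSO as 100%, compound-well median as 0%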
# GC-B act: GC-B (human) receptor activation; P20594; HEK293-GC-B cells, CNP EC30, cGMP TR-FRET; 0% at EC30 CNP, 100% saturating CNP; activation, % at 10 µM; 0.11% of 370,000 active;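 active means activation at 10 µM reaching about 35% in either raw or pattern-adjusted values, limit read from the data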
# SIAE primary: human SIAE inhibition, primary screen | 0.69% of 370,000 active | SIAE FP-Rh probe binding, fluorescence polarization | inhibition, % at 9.66 µM | AID 1053197 | Q9HAT2;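 active means inhibition above a cutoff: mean of compounds within the control limits plus 3 SD of those, cut at about 17% in these data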;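 further: 0% = plate median of compound wells and 100% = probe without SIAE protein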
# LEDGF integ inh: blocks HIV-1 LEDGF/p75-dependent DNA integration | 0.64% of 370,000 active | TR-FRET IN-LEDGF/p75 DNA integration, Eu/Cy5 | AID 743269 | inhibition, % at 3.7 µM;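 active means inhibition above the screen-wide mean plus 3 SD, cut at about 13% in these data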;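 further: signal is the Cy5 over europium emission ratio at 671 and 618 nm; 0% = plate median of compound wells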
# PRMT1 inh: inhibitors of human PRMT1; inhibition, % at 2.79 µM; recombinant PRMT1, activity-based probe fluorescence polarization; 1.3% of 370,000 active; Q99873;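 active means inhibition above about 21% made by adding two undisclosed values, limit read from the data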
# Target sequence (Q99873 whole entry, looked up): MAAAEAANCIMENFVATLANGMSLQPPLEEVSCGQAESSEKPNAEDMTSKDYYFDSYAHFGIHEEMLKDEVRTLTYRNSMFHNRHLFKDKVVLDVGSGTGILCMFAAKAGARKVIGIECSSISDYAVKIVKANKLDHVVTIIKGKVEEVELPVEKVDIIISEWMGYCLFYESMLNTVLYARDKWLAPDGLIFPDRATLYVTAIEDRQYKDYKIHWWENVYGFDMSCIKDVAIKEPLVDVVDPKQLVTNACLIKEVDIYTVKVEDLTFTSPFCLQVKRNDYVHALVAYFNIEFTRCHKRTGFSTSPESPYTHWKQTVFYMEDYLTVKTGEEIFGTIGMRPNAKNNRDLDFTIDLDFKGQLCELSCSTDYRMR
# TCR-CD3 inh: blocks the human TCR-CD3 interaction. inhibition, % at 9.4 µM. TAMRA-labeled TCR probe fluorescence, biochemical. 0.37% of 360,000 active. AID 651800; in the data active means inhibition above about 19%;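 further: recombinant mutant TCR 2C K166C tagged with TAMRA read by polarization; 0% = receptor in buffer alone and 100% = receptor with positive control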
# HTRA1 inhibitor: blocks human HTRA1 serine peptidase; Q92743; inhibition, % at 5.96 µM; recombinant HTRA1, FP-rhodamine activity-based probe, fluorescence polarization; 0.5% of 340,000 active; in the data active means inhibition above about 36%;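 further: 0% = enzyme with DMSO and 100% = wells lacking enzyme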
# rCAG binder: binds r(CAG) RNA repeats | r(CAG) RNA repeat, TO-PRO-1 dye displacement fluorescence | inhibition, % at 3 µM | 1.3% of 370,000 active | AID 651821;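 active means inhibition above the plate cutoff, the mean of all test compounds on that plate plus 3 SD, cut at about 35% in these data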;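 further: 0% = DMSO alone and 100% = 100 µM mitoxantrone as full dye displacement; higher means more dye released from RNA so lower well fluorescence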
# MBD2 DNA inh: inhibitors of human MBD2 binding to methylated oligonucleotide. Q9UBB5. TR-FRET. inhibition, % at 4.4 µM. 0.31% of 370,000 active. AID 686964; in the data active means inhibition above about 13%
# TDP2 inh: blocks human TDP2 phosphodiesterase activity | inhibition, % at 12.8 µM | O95551 | 0.34% of 370,000 active | AID 720702 | recombinant TDP2, T5PNP hydrolysis, p-nitrophenol absorbance 415 nm;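 active means inhibition above the mean of all tested compounds plus 3 SD, set per campaign, cut at about 25% in these data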;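 further: 0% = DMSO with enzyme and 100% = buffer with substrate but no TDP2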
# Target sequence (O95551 whole entry, looked up): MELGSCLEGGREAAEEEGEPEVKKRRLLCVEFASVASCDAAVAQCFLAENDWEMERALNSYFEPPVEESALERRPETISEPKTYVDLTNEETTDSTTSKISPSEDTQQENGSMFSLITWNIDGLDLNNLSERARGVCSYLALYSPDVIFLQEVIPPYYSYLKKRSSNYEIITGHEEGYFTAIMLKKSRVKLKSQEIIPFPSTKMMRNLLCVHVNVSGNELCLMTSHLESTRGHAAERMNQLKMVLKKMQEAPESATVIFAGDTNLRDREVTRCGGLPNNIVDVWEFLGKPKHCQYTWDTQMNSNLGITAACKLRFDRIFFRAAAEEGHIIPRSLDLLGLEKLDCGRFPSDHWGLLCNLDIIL
#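 Material: recombinant human TDP2; quantity: TDP2 enzyme at 120 nM final; medium: Tris-HCl pH 7.5 with MgCl2; compound: single concentration, 12.8 µM nominal, with 1% DMSO; incubation: 2 h enzyme incubation at 37 °C; signal: epi absorbance; measure: percent inhibition; benchmarks: high control without enzyme, low control DMSO plus TDP2; repeats: singlicate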
# An asterisk follows results filed as active; nt = no result given. Some of the compounds tested; the hit share may differ from the screen's.
SMILES,mABHD4 FP,GC-B act,SIAE primary,LEDGF integ inh,PRMT1 inh,TCR-CD3 inh,HTRA1 inhibitor,rCAG binder,MBD2 DNA inh,TDP2 inh
CCCCC(=O)N(C)c1c(C)nc2ccc(C(=O)NCc3ccccc3OC)cn12,5,-2,5,6,1,0,nt,-2,2,4
CC(c1ccccc1)N1CCn2c(nc3cc(NC(=O)c4cccs4)ccc32)C1 (stereo unspecified),-1,1,2,1,1,2,-43,10,-5,-11
O=C(c1cccc(NS(=O)(=O)c2cccc(F)c2)c1)N1CCCC1,3,-4,-5,-4,1,-1,6,-1,4,14
Nc1c(C(=O)O)sc2nc3c(cc12)CCCC3,5,-3,-1,2,17,-8,nt,12,-2,1
COC(=O)c1ccc(N2C(=O)CC(SCCN)C2=O)cc1 (stereo unspecified),2,-1,1,0,11,-7,1,0,-6,-1
Cc1ccc(NC(=O)CSCC(=O)OC(C)C(=O)Nc2ccc(S(N)(=O)=O)cc2)c(C)c1 (stereo unspecified),-3,-2,-2,4,0,1,-1,1,0,-1
CCOc1ccc(NC(=O)c2ccc(NC(=O)c3ccc(CN4CCOCC4)cc3)cc2)cc1,2,2,0,-5,0,-6,-2,-3,-1,1
CCCc1ccc2oc(C(=O)N(C)Cc3cnccn3)c(C)c2c1,-2,8,-6,7,-2,4,-2,-7,2,-1
C[C@@H]1CN([C@H](C)CO)C(=O)c2cc(Br)cnc2O[C@H]1CN(C)C(=O)c1ccccc1,-7,-5,-6,6,-5,3,5,1,-9,-22
O=C(CCCn1c(=S)[nH]c2ccccc2c1=O)N1CCOCC1,2,0,0,-2,1,7,3,0,3,3
CCSc1c(C(=O)NC)ccc2c1C(=O)c1ccccc1C2=O,3,-10,2,-3,-3,-1,4,1,-6,-4
COc1ccc(CNc2nc(-c3cccnc3)nn2S(C)(=O)=O)cc1,-1,0,1,5,-4,2,0,-2,-4,-4
COc1ccc(/C=C/C(=O)O)cc1COc1ccccc1C,9,-4,-12,4,0,-5,-14,10,-2,-2
O=C(Cc1cccs1)Nc1cccc(-c2nc3ccccc3o2)c1,-6,1,-1,-1,0,10,-10,1,0,-4
CN1CCN(CCCNC(=O)c2cn(C)c3ccc(S(=O)(=O)N(C)C)cc3c2=O)CC1,-2,-1,5,2,-1,9,-1,2,4,1
Cn1ccc(C(=O)N/N=C/c2ccccc2[N+](=O)[O-])n1,4,-2,0,-2,-4,3,5,4,1,12
CCN1CCc2c(sc(NC(=O)Nc3ccc(Cl)c(Cl)c3)c2C(N)=O)C1,7,-5,31*,0,45*,6,28,19,1,-11
CC(=O)N/C(=C/c1ccc(OS(=O)(=O)c2ccc(C)cc2)cc1)C(=O)Nc1ccc(C(=O)O)cc1,-7,3,-5,0,1,4,-5,24,0,2
Cc1nnc(SCC(=O)NNC(=O)c2ccco2)s1,2,5,7,-2,0,-4,0,-4,4,5
Cc1cc(=O)[nH]c2ccc(S(=O)(=O)NC3CCCCC3)cc12,3,1,3,-3,2,8,3,-5,5,2

# 2 entries from above in another layout.
SMILES	mABHD4 FP	GC-B act	SIAE primary	LEDGF integ inh	PRMT1 inh	TCR-CD3 inh	HTRA1 inhibitor	rCAG binder	MBD2 DNA inh	TDP2 inh
C[C@@H]1CN([C@H](C)CO)C(=O)c2cc(Br)cnc2O[C@H]1CN(C)C(=O)c1ccccc1	-7	-5	-6	6	-5	3	5	1	-9	-22
O=C(CCCn1c(=S)[nH]c2ccccc2c1=O)N1CCOCC1	2	0	0	-2	1	7	3	0	3	3

# Further results.
SMILES,mABHD4 FP,GC-B act,SIAE primary,LEDGF integ inh,PRMT1 inh,TCR-CD3 inh,HTRA1 inhibitor,rCAG binder,MBD2 DNA inh,TDP2 inh
C/C(=N/NC(=O)C1COc2ccccc2O1)c1ccc(Br)s1 (stereo unspecified),6,-7,3,1,-2,-1,-7,-1,0,-6
Cc1ccsc1C(=O)OC(C)C(=O)Nc1ccc(Cl)cn1 (stereo unspecified),-16,-4,-4,5,-1,-9,3,2,-5,-7
Cc1cc(C(=O)N/N=C/c2ccc(Cl)c([N+](=O)[O-])c2)c(C)n1-c1ccc(F)cc1,5,0,8,-3,7,-3,-18,13,2,4
CN1CCN(S(=O)(=O)c2ccc(NC(=S)NC(=O)C3CCCC3)cc2)CC1,4,4,-6,-7,5,-1,-7,5,3,-5
Cc1noc(C)c1CSCC(=O)Nc1cc(Cl)ccc1N1CCOCC1,2,-7,-4,-3,-1,3,-3,-6,4,8
O=C(Nc1cccc2ncccc12)c1ccc(F)cc1,-4,5,0,4,-1,2,1,1,3,2
CCOc1ccc(Nc2ncnc3c2cnn3C)cc1,5,3,7,-2,2,-13,3,-4,0,20
O=C1CC(c2nc3ccccc3[nH]2)CN1c1ccccc1F (stereo unspecified),-7,4,-4,-2,-1,4,2,2,-4,-8
Cc1ccsc1C1C(C#N)=C(N)OC2=C1C(=O)CC(C)C2 (stereo unspecified),-3,0,0,-1,4,-8,0,-1,1,3
COc1ccc(CCC(=O)Nc2ccc(OC)c(S(=O)(=O)N3CCCCC3)c2)cc1,-8,-7,-10,6,-4,1,-1,0,-3,0
CCc1c(C)nc(N)n2c(SCC(=O)N3CCCC(C)C3)nnc12 (stereo unspecified),-1,-1,0,9,-1,-8,2,4,0,-16
Cc1cc(C)nc(N2CCCC(C(=O)Nc3nnc(C)s3)C2)n1 (stereo unspecified),3,0,0,3,-7,8,0,-5,-3,6
O=C(C1CCC1)N1CCN(S(=O)(=O)c2ccc(Br)cc2Cl)CC1,1,0,-3,-1,0,-4,-4,-5,0,9
O=C(NNc1ccccc1[N+](=O)[O-])NC1CCCCC1,3,2,6,-2,1,5,1,-3,4,-4
CN(C)c1ccc(C(=O)N2CCCC(CCC(=O)N3CCN(c4ccccn4)CC3)C2)cc1 (stereo unspecified),-1,-1,-3,-2,2,9,3,-8,-2,-8
COc1ccc(C2C(C(=O)O)c3ccccc3C(=O)N2C)cc1Br (stereo unspecified),-3,6,5,0,0,5,2,2,-1,1
COC(=O)[C@]12C[C@H](CC(=O)NCCC(C)C)C(=O)N(CCC3=CCCCC3)C1=C[C@H](COCc1ccccc1)O[C@@H]2C,5,1,-4,-1,4,-1,nt,1,4,5
O=C(COC(=O)C1CC(=O)N(Cc2ccccc2)C1)Nc1ccc([N+](=O)[O-])cc1Br (stereo unspecified),-2,-2,-1,4,0,2,2,1,-1,-6
O=C(Nc1cccc([N+](=O)[O-])c1)Nc1cnccn1,4,-4,-2,-1,0,-1,4,-2,1,5
CC(C)(C)C(=O)Nc1ccccc1-c1nc2ccccc2[nH]c1=O,-4,0,6,2,-2,5,4,-5,-4,0

# No new results follow: entries from further up.
SMILES,mABHD4 FP,GC-B act,SIAE primary,LEDGF integ inh,PRMT1 inh,TCR-CD3 inh,HTRA1 inhibitor,rCAG binder,MBD2 DNA inh,TDP2 inh
Cc1cc(C)nc(N2CCCC(C(=O)Nc3nnc(C)s3)C2)n1 (stereo unspecified),3,0,0,3,-7,8,0,-5,-3,6
O=C(C1CCC1)N1CCN(S(=O)(=O)c2ccc(Br)cc2Cl)CC1,1,0,-3,-1,0,-4,-4,-5,0,9

# New compounds follow
SMILES,mABHD4 FP,GC-B act,SIAE primary,LEDGF integ inh,PRMT1 inh,TCR-CD3 inh,HTRA1 inhibitor,rCAG binder,MBD2 DNA inh,TDP2 inh
C#Cc1ccc2c(c1)COc1c3ccccc3nn1-2,-8,6,-1,-2,2,5,-24,1,6,-10
CCC(=O)Nc1ccc(-c2nn3c(C)nnc3s2)cc1C,6,8,10,-1,0,1,0,0,-3,1
CN(C)C(=O)CCC(=O)N1CCCC(C(=O)c2ccc(C(F)(F)F)cc2)C1 (stereo unspecified),0,5,4,-2,0,9,-1,-7,-2,-8
COc1ccc(S(=O)(=O)NCC2CCCN(Cc3ccc(C)o3)C2)cc1 (stereo unspecified),-8,-1,-4,7,-2,-7,0,-3,2,-17
NC1=NC(=O)/C(=C/c2ccccc2OS(=O)(=O)c2ccccc2)S1,-5,1,-3,1,-2,4,-1,2,-4,4
O=[N+]([O-])c1cccc(/C=C/c2ccncc2)c1,2,-7,1,19*,2,-5,4,1,0,15
O=C(CN1CCC(O)(c2ccccc2)CC1)Nc1ccc2c(c1)OCCO2,-2,2,-6,-5,0,1,3,-5,-3,0
CNC(=O)c1ccccc1S(=O)c1ccccc1C#N (stereo unspecified),0,4,-5,5,-1,0,0,5,3,-10
CCc1nc(C)cn1S(=O)(=O)c1cc(OC)c(C)cc1C,2,-9,0,0,-4,4,-5,-2,-5,1
CN1CCN(C(=O)c2cc([N+](=O)[O-])cc([N+](=O)[O-])c2)CC1,-3,-1,6,-1,-1,13,1,0,-4,-1
Cc1ccc(CSCCNC(=O)CN(c2ccccc2)S(C)(=O)=O)cc1,-2,0,-1,0,5,0,2,-7,-1,8
CN1CCN(c2nc3c(c(=O)[nH]c(=O)n3C)n2Cc2ccc(Cl)cc2)CC1,2,1,2,3,-2,-1,-1,-9,0,-2
O=C(COc1ccccc1)Nc1ccc2[nH]c(=O)[nH]c2c1,3,-3,8,1,-4,8,9,-2,5,9
CCN(C(=O)CN1CCN(Cc2ccccc2)CC1)c1c(N)n(Cc2ccccc2)c(=O)[nH]c1=O,-3,0,-5,-3,1,-6,1,-4,-2,1
CC(=O)N1CCN(c2ccccc2NC(=O)COc2ccccc2C)CC1,6,-3,2,-3,-1,4,1,-4,1,17
CC1(C)C(=O)C2(CCCCC2)C(=O)OC1c1cccs1 (stereo unspecified),-3,-1,4,3,0,1,-4,3,0,-2
COC(=O)c1cc2ccccc2n1S(=O)(=O)c1ccccc1,-8,-1,-1,-2,-3,1,-5,-6,-4,16
COCCN1C(=O)C2=C(C1=O)C1N(C)c3ccccc3[C@@]13C[C@@H](CO)N(S(=O)(=O)c1ccc(OC)cc1)C3=N2 (stereo partly specified),4,-4,2,-2,1,nt,nt,5,1,3
OC(c1ccccc1)(c1ccccc1)C1CCN(C(=S)Nc2ccc(F)cc2)CC1,-1,-3,-6,-5,0,-5,-23,5,3,0
CC(=O)N/C(=N\c1nc(C)cc(C)n1)Nc1ccc(Cl)cc1Cl,3,-2,-3,0,3,-7,-5,0,2,9
Cc1cc(C(=O)NNC(=S)NCC(C)C)cs1,4,6,5,1,-4,8,0,2,-5,1
O=C(Cn1cc([N+](=O)[O-])cn1)N1CCc2ccccc2C1,1,-1,0,-1,-2,2,8,-1,5,2
Cc1ccc(S(=O)(=O)N2CCCCC2)cc1NC(=O)C1CCCO1 (stereo unspecified),-4,-3,-3,1,-6,-6,3,5,1,0
O=C(COC(=O)c1ccccc1Cc1ccccc1)Nc1ccc(SC(F)F)cc1,-64,3,-99,1,0,-5,-41,4,8,3
COc1ccccc1NC(=O)/C(C#N)=C/c1cccnc1,3,-10,-7,2,-4,1,-4,5,-4,-7
O=C(NNC1CC(=O)N(c2ccc(Cl)cc2)C1=O)c1ccccn1 (stereo unspecified),10,0,6,-3,4,-7,-6,12,2,2
NNc1ccc(Cl)nn1,6,-2,2,1,-3,3,9,0,-2,-8
Cc1nc(CNC(=O)CC2C(=O)NCCN2Cc2ccoc2)nc2c1CCCC2 (stereo unspecified),0,2,4,2,5,3,3,0,0,-4
O=C(NCCCO)c1ccc2nc(-c3ccco3)c(-c3ccco3)nc2c1,37*,1,9,53*,34*,9,9,22,-5,40*

# From PubChem
